Hck-Nef inh = human Hck-Nef kinase inhibition; P08631; Recombinant Hck-YEEI plus Nef, Z-Lyte FRET kinase assay; inhibition, % at 20 µM; 0.68% of 220,000 active; AID 463187;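 active = Hck-Nef kinase inhibition above about 50%, limit read from the data; inactive = inhibition below that limit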;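 also: 0% = DMSO with Hck plus Nef and 100% = Hck alone without Nef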
Runt-CBFb FRET = Runt domain-CBFb interaction inhibition; 0.46% of 220,000 active; Cerulean-Runt/Venus-CBFb FRET ratio 530/480, 1 h; AID 1496; inhibition, % at 20 µM;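 active = inhibition over about 50% at 20 µM in the single-dose screen, limit read from the data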;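 also: 0% = DMSO wells and 100% = excess unlabeled CBFb competitor control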
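test system = Cerulean-tagged RUNX1 Runt domain (FRET donor) fusion protein | reagent = Venus-CBFb binding partner, 100 nM | incubation = protein complex preformed 1 h, compound exposure 1 h, room temperature, dark | detection = FRET fluorescence | read-out basis = loss of energy transfer signal | controls = 5 µM unlabeled CBFb as full-inhibition high control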
EBV gp42 block = EBV gp42 inhibition; AID 1085; Q1HVG2; 0.42% of 220,000 active; Fluorescence polarization binding assay, mP read-out; inhibition, % (tested at 21.74 µM); in the data active = inhibition above about 50%
Target sequence (Q1HVG2 whole entry, looked up): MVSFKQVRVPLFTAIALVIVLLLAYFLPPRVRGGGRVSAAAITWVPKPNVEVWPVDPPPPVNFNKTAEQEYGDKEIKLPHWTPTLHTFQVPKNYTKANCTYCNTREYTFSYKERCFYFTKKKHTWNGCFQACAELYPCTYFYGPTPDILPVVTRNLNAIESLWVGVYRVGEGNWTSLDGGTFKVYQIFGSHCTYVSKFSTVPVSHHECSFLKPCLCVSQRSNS
Mdm2 ligase inh = blocks human Mdm2 ubiquitin ligase activity | Q00987 | 0.11% of 210,000 active | cell-based MDM2 ubiquitination luciferase reporter, 2 h; 0 = plate control, 100 = twice control, blank-subtracted | AID 1230 | signal enhancement, % at 5 µM;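 active = signal enhancement of 30% or more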;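 also: luminescence tracks abundance of the self-degrading MDM2-luciferase fusion protein; higher signal means inhibition of MDM2 E3 ligase activity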
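Material: Stable MDM2–luciferase fusion reporter cells | Amount: 2000 cells seeded into each well | Dosing: One concentration, 5 µM, with 0.2% DMSO | Incubation: 4 h cell settling then 2 h compound exposure, 37 °C | Measured by: Luciferase luminescence | Read-out basis: % enhancement relative to plate controls after blank subtraction | Benchmarks: Control and blank well means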
TbHK1 inh = blocks Trypanosoma brucei hexokinase 1 activity; recombinant TbHK1, G6PDH-coupled NADH A340; inhibition, % at 10 µM; 0.11% of 220,000 active;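 active = inhibition of 50% or more in the single-dose primary screen; inactive = inhibition below 50%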
NCF1 inh = blocks human p47phox regulatory protein of NADPH oxidases; P14598; p47phox/p22phox peptide binding, fluorescence polarization, 2 h; inhibition, % at 24.7 µM; 0.53% of 220,000 active; AID 1274;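 active = inhibition above about 30%, limit read from the data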;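 also: 0% = p47phox with labelled peptide and 100% = labelled peptide alone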
Target sequence (P14598 whole entry, looked up): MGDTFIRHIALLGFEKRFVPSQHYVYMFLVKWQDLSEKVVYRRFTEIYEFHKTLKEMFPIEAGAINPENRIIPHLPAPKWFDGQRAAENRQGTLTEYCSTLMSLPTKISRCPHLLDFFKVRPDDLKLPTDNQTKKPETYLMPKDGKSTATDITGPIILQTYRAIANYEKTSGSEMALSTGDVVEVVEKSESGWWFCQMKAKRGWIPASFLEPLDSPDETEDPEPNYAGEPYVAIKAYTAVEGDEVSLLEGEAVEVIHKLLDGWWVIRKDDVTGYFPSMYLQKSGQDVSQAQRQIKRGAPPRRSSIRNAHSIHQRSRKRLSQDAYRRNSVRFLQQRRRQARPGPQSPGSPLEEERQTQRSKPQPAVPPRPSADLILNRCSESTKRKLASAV
Runt-SMMHC FRET = inhibitors of human RUNX1 Runt domain binding to CBFb-SMMHC; 0.74% of 220,000 active; Q01196+Q13951; inhibition, % at 20 µM; Cerulean-Runt/Venus-CBFb-SMMHC FRET ratio 530/480, 1 h;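 active = mean inhibition across duplicate retests at 20 µM reaching about 50%, limit read from the data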;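 also: 0% = DMSO wells and 100% = wells with excess untagged CBFb-SMMHC; inhibitors lower the FRET ratio by blocking Runt binding to CBFb-SMMHC; some results filed as inactive read as strong as hits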
14-3-3 Bad inh = disrupts binding of bovine 14-3-3 zeta to phospho-Bad peptide | P63103 | TR-FRET 14-3-3zeta/Dy647-pBad peptide displacement, 1 h | inhibition, % at 21.7 µM | 0.71% of 220,000 active;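 active = inhibition above about 70%, limit read from the data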;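 also: 0% = full 14-3-3 plus peptide FRET controls and 100% = background without 14-3-3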
Target sequence (P63103 whole entry, looked up): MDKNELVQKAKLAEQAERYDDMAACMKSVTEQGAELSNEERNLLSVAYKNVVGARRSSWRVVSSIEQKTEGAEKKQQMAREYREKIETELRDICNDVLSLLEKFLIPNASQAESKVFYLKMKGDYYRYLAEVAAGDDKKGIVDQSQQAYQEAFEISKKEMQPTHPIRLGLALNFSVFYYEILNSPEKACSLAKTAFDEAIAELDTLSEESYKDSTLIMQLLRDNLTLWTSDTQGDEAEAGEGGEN
L929 necroptosis = blocks zVAD induced death of L929 cells; viability rescue, % at 10 µM; 0.38% of 220,000 active; AID 1377; L929 zVAD necroptosis rescue, ATP luminescence, 24 h; with zVAD 60 µM;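 active = activation, scaled between plate controls, above about 75%, limit read from the data; inactive = activation under that limit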;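 also: 0% = zVAD with DMSO and 100% = DMSO alone without zVAD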
Numbers without * were called inactive; x = no result given; [ ] = dose if it differs, or a comment.

[1] CCN(CC)Cc1nc2c(c(=O)[nH]1)C1(CCCC1)Cc1ccccc1-2
[2] CCCS(=O)(=O)c1csc(C(=O)OC)c1N
[3] Cc1ccc(S(=O)(=O)NC(=O)c2cc(C)n(-c3ccc(N(C)C)cc3)c2C)cc1
[4] O=C(O)C1=C[C@H](c2coc3ccccc3c2=O)C[C@H](OCCCCO)O1
[5] CCCc1nc2c(nnn2Cc2ccccc2F)c(=O)[nH]1
Compound	1	2	3	4	5
Hck-Nef inh	0	-1	0	14	-1
Runt-CBFb FRET	-1	4	10	0	5
EBV gp42 block	-8	-14	10	-16	-25
Mdm2 ligase inh	-10	-10	-18	x	-2
TbHK1 inh	4	-11	0	-5	4
NCF1 inh	-14	3	-1	x	-10
Runt-SMMHC FRET	3	-7	1	-1	2
14-3-3 Bad inh	1	-1	-6	3	-6[fluorescence artefact?]
L929 necroptosis	1.0	1.5	-0.5	-0.1	-1.6

[6] CCNC(=S)Nc1ccc(OCC)cc1
[7] COc1cccc(-n2nnc3c(=O)n(Cc4ccc(C)cc4)cnc32)c1
[8] CC1=Nc2cc([N+](=O)[O-])ccc2NC(C)(C)C1
[9] CCOc1ccc(N2C(=O)C(c3ccccc3)=C(c3nc4ccccc4s3)C2NC(C)=O)cc1 (centres undefined)
[10] CCOC(=O)c1c(-c2ncc(C(F)(F)F)cc2Cl)noc1C
Compound	6	7	8	9	10
Hck-Nef inh	-2	3	-5	-1	-7
Runt-CBFb FRET	-1	-3	0	-3	0
EBV gp42 block	-14	-20	-3	-9	-5
Mdm2 ligase inh	-11	-4	-6	-1	-10
TbHK1 inh	35	-1	-9	1	0
NCF1 inh	-5	-16	-18	-17	6
Runt-SMMHC FRET	6	2	-14	-2	2
14-3-3 Bad inh	9[fluorescence artefact?]	4	-11	-5	-13
L929 necroptosis	0.2	2.4	1.2	-0.3	1.6

An excerpt from above, showing only Mdm2 ligase inh, NCF1 inh and L929 necroptosis.
cpd | Structure | Mdm2 ligase inh | NCF1 inh | L929 necroptosis
7 | COc1cccc(-n2nnc3c(=O)n(Cc4ccc(C)cc4)cnc32)c1 | -4 | -16 | 2.4
6 | CCNC(=S)Nc1ccc(OCC)cc1 | -11 | -5 | 0.2
8 | CC1=Nc2cc([N+](=O)[O-])ccc2NC(C)(C)C1 | -6 | -18 | 1.2

Going on with the list:
[11] COC(=O)Cc1cn(-c2ncc(C(F)(F)F)cc2Cl)c2ccccc12
[12] NC1=NC[C@@H](Cc2ccc(O)cc2)N1CCc1cccc(F)c1
[13] Cc1noc(C)c1COC(=O)CCN1c2ccccc2Sc2ccccc21
[14] CC1CCc2nn(CC(=O)Nc3c(F)cc(F)cc3Br)cc2C1 (centres undefined)
[15] O=C(Nc1ccc(F)cc1)Nc1cc(OCC(F)(F)F)cc(OCC(F)(F)F)c1
Compound	11	12	13	14	15
Hck-Nef inh	-2	24	2	2	0
Runt-CBFb FRET	-2	3	-2	0	-1
EBV gp42 block	15	-12	-7	-18	-5
Mdm2 ligase inh	-13	-8	-16	-9	-26
TbHK1 inh	-9	2	49	2	1
NCF1 inh	-3	-13	-1	-20	-42
Runt-SMMHC FRET	-1	4	-1	2	-2
14-3-3 Bad inh	12[fluorescence artefact?]	-3	6	4	12
L929 necroptosis	0.0	0.2	0.0	1.4	4.1

[16] CC(C)C(=O)N1CCN(c2ccccc2NC(=O)COc2ccccc2)CC1
[17] CC1CCC(C(C)C)C(OC(=O)COC(=O)c2ccc(N)cc2)C1 (centres undefined)
[18] CCN(CC)S(=O)(=O)c1cccc(C(=O)N/N=C/c2ccc(OC)c(O)c2)c1
[19] Cc1ccc2nc(-c3ccc(NS(=O)(=O)c4ccc(F)c(F)c4)cc3)sc2c1
[20] CCN(CC)S(=O)(=O)c1cccc(NC(=O)COC(=O)c2cc(=O)c3ccccc3o2)c1
Compound	16	17	18	19	20
Hck-Nef inh	15	0	4	11	-7
Runt-CBFb FRET	0	-3	-1	4	1
EBV gp42 block	-9	-7	-7	-25	-6
Mdm2 ligase inh	-8	-9	14	-11	-8
TbHK1 inh	0	-3	-14	-32	-15
NCF1 inh	4	-8	0	-48	1
Runt-SMMHC FRET	4	0	1	6	2
14-3-3 Bad inh	-2	1	16	8	10
L929 necroptosis	1.2	1.0	1.1	0.6	0.0

An excerpt of these results, with each value named:
[1] CCN(CC)Cc1nc2c(c(=O)[nH]1)C1(CCCC1)Cc1ccccc1-2
  Hck-Nef inh: 0
  Runt-CBFb FRET: -1
  EBV gp42 block: -8
  Mdm2 ligase inh: -10
  TbHK1 inh: 4
  NCF1 inh: -14
  Runt-SMMHC FRET: 3
  14-3-3 Bad inh: 1
  L929 necroptosis: 1.0

[2] CCCS(=O)(=O)c1csc(C(=O)OC)c1N
  Hck-Nef inh: -1
  Runt-CBFb FRET: 4
  EBV gp42 block: -14
  Mdm2 ligase inh: -10
  TbHK1 inh: -11
  NCF1 inh: 3
  Runt-SMMHC FRET: -7
  14-3-3 Bad inh: -1
  L929 necroptosis: 1.5

[3] Cc1ccc(S(=O)(=O)NC(=O)c2cc(C)n(-c3ccc(N(C)C)cc3)c2C)cc1
  Hck-Nef inh: 0
  Runt-CBFb FRET: 10
  EBV gp42 block: 10
  Mdm2 ligase inh: -18
  TbHK1 inh: 0
  NCF1 inh: -1
  Runt-SMMHC FRET: 1
  14-3-3 Bad inh: -6
  L929 necroptosis: -0.5

Other results follow.
[21] O=C(ONC1=NCCCCC1)c1c(F)cccc1F
[22] Cc1ccc(C)c(C(=O)COC(=O)c2ccc(Br)o2)c1
[23] COC(=O)c1ccc(CSc2nc3sc(C)c(C)c3c(=O)[nH]2)cc1
[24] COc1ccc(N2Cc3ccccc3C2)cc1Cl
[25] CCCOc1ccc(/C=c2\sc3ncnn3c2=O)cc1
Compound	21	22	23	24	25
Hck-Nef inh	-2	0	28	40	24
Runt-CBFb FRET	-9	-1	-1	2	-1
EBV gp42 block	-6	-9	-19	-19	-29
Mdm2 ligase inh	-7	-37	x	-17	-11
TbHK1 inh	-3	1	-12	-6	-19
NCF1 inh	-4	0	8	-2	-12
Runt-SMMHC FRET	-5	2	-4	-4	-5
14-3-3 Bad inh	7	-3	10	6	6
L929 necroptosis	0.4	1.1	-0.4	0.6	15

[26] CC(C)CC[n+]1ccn(-c2nc3ccccc3nc2[N-]S(=O)(=O)c2ccc(Cl)cc2)c1
[27] CCC(=O)Nc1cc(OC)c(NC(=O)c2ccccc2)cc1OC
[28] O=[N+]([O-])c1ccc(O)c(-c2nc(-c3ccccc3)c(-c3cccs3)[nH]2)c1
[29] NNC(=O)CCC(=O)Nc1ccccc1
[30] CCCCOc1ccccc1C1C(C(=O)OC)=C(C)N(C)C(C)=C1C(=O)OC
Compound	26	27	28	29	30
Hck-Nef inh	14	-1	0	-4	0
Runt-CBFb FRET	11	2	-2	1	-2
EBV gp42 block	-6	5	3	-13	-13
Mdm2 ligase inh	-22	-9	-15	-3	x
TbHK1 inh	-4	-14	-2	11	-17
NCF1 inh	-12	0	-22	-1	-8
Runt-SMMHC FRET	26	-3	-6	0	-4
14-3-3 Bad inh	2	-17	-7	-10	-6[fluorescence artefact?]
L929 necroptosis	0.9	0.3	0.1	2.2	-0.7

[31] COc1cc2c(cc1NC(=O)CC1SC(N3CCCC3)=NC1=O)oc1ccccc12 (centres undefined)
[32] Cc1ccc(N2C(=O)CC3(CC4C=CC3C4)C2=O)cc1 (centres undefined)
[33] CCOC(=O)c1ccc(NS(=O)(=O)c2c(C)n(C)c(=O)n(C)c2=O)cc1
[34] CC(CCn1cccn1)NC(=O)CCc1nnc(C2CCCCC2)o1 (centres undefined)
[35] O=C(Cn1nnc(-c2cccs2)n1)Nc1ccccc1C(F)(F)F
Compound	31	32	33	34	35
Hck-Nef inh	0	0	1	16	18
Runt-CBFb FRET	-1	0	-4	1	3
EBV gp42 block	-20	-8	-5	-14	-4
Mdm2 ligase inh	-6	-1	-14	11	13
TbHK1 inh	-16	-1	-10	-5	-5
NCF1 inh	-8	-9	-6	-6	-5
Runt-SMMHC FRET	-8	0	2	4	2
14-3-3 Bad inh	-9[fluorescence artefact?]	2[fluorescence artefact?]	2	-11	-3
L929 necroptosis	1.1	0.4	0.3	-0.4	0.8

[36] COc1cc(/C=N/Nc2ccccc2C(F)(F)F)ccc1O
[37] C=CCNC(=O)c1onc(CSc2ccc(F)c(F)c2)c1C(=O)O
[38] CCOC(=O)c1cnc(-n2nc(C)cc2C)nc1Nc1ccc(O)cc1
[39] COC(=O)C1=C(C)N=c2s/c(=C/c3ccoc3)c(=O)n2C1c1ccccc1 (centres undefined)
[40] O=C(c1ccc(F)cc1Cl)N(c1ccccn1)C1CCCCC1
Compound	36	37	38	39	40
Hck-Nef inh	10	0	-15	6	-10
Runt-CBFb FRET	1	-1	-1	5	0
EBV gp42 block	5	-2	-9	-39	-6
Mdm2 ligase inh	-2	-12	-19	-9	-6
TbHK1 inh	-18	-1	-11	-24	-6
NCF1 inh	-2	-25	1	-94	-7
Runt-SMMHC FRET	4	-6	2	-94	0
14-3-3 Bad inh	-2	11[fluorescence artefact?]	-7	9	0
L929 necroptosis	-0.8	-0.1	0.7	-0.4	0.5

[41] Cc1cc(SCC(=O)c2cc3ccccc3o2)nc2ccccc12
[42] Cc1cc(SCC(=O)Nc2cccc(S(=O)(=O)N3CCOCC3)c2)nc2ccccc12
[43] CCOC(=O)/C(CCC[N+](C)(CC)CC)=N\O
[44] O=C(COc1cc(Cl)c(Cl)cc1Cl)Nn1cnnc1
[45] CN1CCN(S(=O)(=O)c2ccc(=O)[nH]c2)CC1
Compound	41	42	43	44	45
Hck-Nef inh	1	19	2	0	1
Runt-CBFb FRET	x	-1	-2	0	1
EBV gp42 block	-62	-36	-51	1	-24
Mdm2 ligase inh	27	-10	6	-15	-14
TbHK1 inh	2	-17	-2	2	3
NCF1 inh	-62	-90	-3	-5	-11
Runt-SMMHC FRET	-2	1	10	-2	-5
14-3-3 Bad inh	-11	-10	5	4	-1
L929 necroptosis	0.0	-1.4	x	-0.1	-0.1

[46] O=C(CCl)N(c1ccccc1)c1c[nH]c2ccccc12
[47] COC(=O)c1ccc(N/C=C/C(=O)c2ccc(OC)c(OC)c2)cc1
[48] O=C(Nn1cnc2ccccc2c1=O)C1CCCCC1
[49] Cc1cc(C(=O)N/N=C/c2cc(Br)cc(Br)c2OC(=O)c2ccccc2)n[nH]1
[50] C=CCN1C(=O)C(CC(=O)Nc2ccc(OCCC)cc2)N(CCCN2CCN(Cc3ccccc3)CC2)C1=S (centres undefined)
[51] Cc1[nH]c2ccccc2c1/C=N/NC(=O)CCC(=O)NCc1ccccc1
[52] CCOc1ccc(CCNC(=O)CCn2cccc2)cc1OCC
Compound	46	47	48	49	50	51	52
Hck-Nef inh	-1	20	0	3	20	27	1
Runt-CBFb FRET	-3	2	1	6	1	-2	-1
EBV gp42 block	-2	-22	11	18	3	-12	-10
Mdm2 ligase inh	-2	-1	-10	-4	-2	7	-24
TbHK1 inh	6	-17	4	-8	1	-16	-2
NCF1 inh	-11	-10	-7	16	-9	-2	-9
Runt-SMMHC FRET	0	21	-4	-1	1	-7	2
14-3-3 Bad inh	-3[fluorescence artefact?]	10	-8	29[fluorescence artefact?]	-9	-6	-2
L929 necroptosis	36	9.0	0.7	8.7	3.9	38	0.7

From PubChem
